Source: PubChem BioAssay
Tau fibril ThT: blocks human tau fibril formation measured by thioflavin T; actives 2.1% (n = 270,000); recombinant tau K18 P301L (four-repeat tau fragment), heparin-induced fibrillization, ThT fluorescence; P10636; Potency, µM (titrated, usually from 57.4 µM), for inactives: at the top dose activity, negative = inhibition, actives largely listed as inhibitors; further: on the % scale 0 is the no-effect control and ±100 the full control effect; nearly all actives have a fitted effect of over 55% in size
Target sequence (P10636 561-689 P618L limits assumed): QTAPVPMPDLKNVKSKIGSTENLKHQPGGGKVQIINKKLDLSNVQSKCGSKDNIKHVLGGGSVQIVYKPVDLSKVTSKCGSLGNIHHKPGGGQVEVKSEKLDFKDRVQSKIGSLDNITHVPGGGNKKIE
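Heparin-induced (20 uM) aggregation of recombinant human K18 P301L tau, 15 uM unlabeled with 0.24 uM labeled, pH 7 acetate buffer, 6 hr at 37 C with compound. Fibrils quantified by 30 uM ThT fluorescence after 1 hr ambient incubation.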
KinaseGlo FLuc: Kinase-Glo luciferase inhibition (counter-screen); Q27757; Potency, µM (highest dose often 38.3 µM), for the others: at the top dose activity change, negative = inhibition, actives largely listed as inhibitors; AID 1379; actives 0.28% (n = 200,000); Kinase-Glo luciferase, ATP luminescence, 8 min; further: on the % scale 0 is the no-effect control and ±100 the full control effect; nearly all actives have a fitted effect of over 60% in size
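Compounds were added to a substrate mix at pH 7.2 (50 mM imidazole, 10 uM ATP, within the enzyme's linear range), followed by Kinase-Glo detection reagent; luminescence was measured after 8 minutes at ambient temperature.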
L3MBTL1 inh: inhibitors of human L3MBTL1; Q9Y468; AlphaScreen L3MBTL1–H3K9me1 peptide binding; Potency, µM (doses to about 57.1 µM), for inactives: at the top dose activity, negative = inhibition, most hits filed as inhibitors; actives 0.66% (n = 230,000); AID 485360; further: on the % scale 0 is the no-effect control and ±100 the full control effect; nearly all actives have a fitted effect of over 60% in size
Target sequence (Q9Y468 whole entry, looked up): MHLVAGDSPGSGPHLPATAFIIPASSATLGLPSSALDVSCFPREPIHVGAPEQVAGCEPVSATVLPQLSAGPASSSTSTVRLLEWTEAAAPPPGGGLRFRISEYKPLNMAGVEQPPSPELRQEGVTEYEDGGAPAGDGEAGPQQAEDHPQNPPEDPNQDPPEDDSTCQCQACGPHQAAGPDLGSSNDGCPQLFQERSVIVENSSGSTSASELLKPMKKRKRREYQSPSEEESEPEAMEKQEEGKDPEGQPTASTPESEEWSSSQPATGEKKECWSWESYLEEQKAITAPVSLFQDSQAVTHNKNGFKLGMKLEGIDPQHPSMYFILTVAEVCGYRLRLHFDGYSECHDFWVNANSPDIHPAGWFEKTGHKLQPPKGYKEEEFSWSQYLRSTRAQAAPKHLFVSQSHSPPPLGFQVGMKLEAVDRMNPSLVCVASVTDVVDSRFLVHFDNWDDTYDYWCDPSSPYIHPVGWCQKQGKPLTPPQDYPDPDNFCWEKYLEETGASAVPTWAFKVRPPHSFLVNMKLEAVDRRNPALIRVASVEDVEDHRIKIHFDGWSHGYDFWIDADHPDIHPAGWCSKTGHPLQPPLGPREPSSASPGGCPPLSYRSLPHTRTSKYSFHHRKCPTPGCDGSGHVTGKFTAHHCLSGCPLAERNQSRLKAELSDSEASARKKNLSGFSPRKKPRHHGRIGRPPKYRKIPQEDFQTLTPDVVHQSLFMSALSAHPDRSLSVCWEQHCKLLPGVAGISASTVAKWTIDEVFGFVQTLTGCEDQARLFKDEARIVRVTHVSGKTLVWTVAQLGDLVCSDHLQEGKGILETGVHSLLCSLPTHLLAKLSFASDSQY
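AlphaScreen proximity signal between nickel-chelate acceptor and streptavidin donor beads (final 10 ug/mL) reports binding of 50 nM L3MBTL1 to 75 nM biotin-H3 K9me1 peptide; complex incubated with compounds 30 min at room temperature; cefsulodin titration as control.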
LMNA splice mod: changes lamin A minigene splicing in HeLa cells | HeLa LMNA splicing GFP/RFP minigene ratio, 48 h | Potency, µM (series often up to 46.1 µM), for inactives: at the top dose ratio change, negative = inhibition, actives largely listed as inhibitors | actives 0.01% (n = 200,000) | AID 1487; active means well fitted inhibition curve with a large enough effect in the signal ratio, with a control signal flat, not every such curve was filed as active; inconclusive means small, poorly fitted or top-dose-only effect, or effect the other way, or a change in a side signal; the % refers to the signal ratio; further: on the % scale 0 is the no-effect control and ±100 the full control effect
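S3 HeLa cells stably expressing lamin A-EGFP splicing minigene plus DsRed2, 600 cells/well, 48 h compound exposure at 37C. Laser-scanning cytometry; analysed as GFP (500-530 nm)/RFP (575-640 nm) total intensity ratio; 0.5% DMSO vehicle.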
SMN2 splice enh: increases expression of the SMN2 splice variant | actives 2.8% (n = 210,000) | HEK293 SMN2-luciferase splicing reporter, luminescence, 30-36 h | Potency, µM (highest dose often 46.1 µM), inactives show at the top dose activity change, positive = activation, usual class: activators; further: % of control where 0% means no effect; nearly all actives have a fitted effect of over 55% in size
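HEK293 cells carry an SMN2 […]–luciferase reporter in which exon 7 inclusion puts luciferase in frame. Cells were plated 10-12 h before compound addition, then incubated 30-36 h at 37C. ONE-Glo luminescence was read; sodium butyrate at 4.5 mM final served as control.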
RECQ1 inh: blocks DNA unwinding by human RECQ1 | P46063 | RECQ1 DNA unwinding, red fluorescence kinetic read | Potency, µM (highest dose often 57.3 µM), for the others: top-dose activity, negative = inhibition, hits mostly inhibitors | actives 0.54% (n = 240,000);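 further: plate controls were vehicle for no effect and no enzyme for full effect; nearly all actives have a fitted effect of over 30% in size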
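50 nM RECQ1T1 preincubated 15 min with compound in Tris pH 8.0 buffer with MgCl2, DTT, Tween-20 and 2.5 ug/ml poly(dI-dC); started with 200 nM TAMRA/BHQ-2 forked duplex and 2 mM ATP. Unwinding read as fluorescence (525/598 nm), two reads 2 h apart.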
ALDH1A1 inh: blocks purified human ALDH1A1 activity | P00352 | Purified ALDH1A1, NADH fluorescence, propionaldehyde substrate | Potency, µM (series often up to 75.3 µM), for the others: at the top dose activity, negative = inhibition, most hits filed as inhibitors | actives 7.3% (n = 220,000) | AID 1030; active means well fitted inhibition curve with a large enough effect, not every such curve was filed as active; inconclusive means small, poorly fitted or top-dose-only effect, or another doubt; inactive means no such curve, though single readings can be large or run the other way;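 further: plate controls were no enzyme wells and a reference inhibitor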
KDM4E inh: blocks human JMJD2E demethylase activity; B2RXH2; JMJD2E catalytic domain, FDH-coupled NADH fluorescence (FDH is formaldehyde dehydrogenase); actives 1.6% (n = 230,000); Potency, µM (top dose mostly 57.1 µM), for the others: at the highest dose activity change, negative = inhibition, actives largely listed as inhibitors; active means well fitted inhibition curve with a large enough effect, not every such curve was filed as active; inconclusive means small, poorly fitted or top-dose-only effect, or another doubt; inactive means no such curve, though single readings can be large or run the other way;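 further: 0% = wells with enzyme and -100% = buffer wells without enzyme; nearly all actives have a fitted effect of over 50% in size; many of its hits are not listed in these tables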
* marks the source's active call; other numbers are inactive results; i = inactive; u = inconclusive; x = no result given; [ ] = remark or other dose. Unless noted, the call rests on the fitted dose curve; in most records, active means well fitted curve in the direction sought with a large enough effect; inconclusive means small, poorly fitted or top-dose-only effect, or another doubt; inactive means no such curve, though single readings can be large; an effect the other way counts as inactive or inconclusive. Potency means the concentration at half of the fitted maximal effect.

| Structure | Tau fibril ThT | KinaseGlo FLuc | L3MBTL1 inh | LMNA splice mod | SMN2 splice enh | RECQ1 inh | ALDH1A1 inh | KDM4E inh |
| --- | --- | --- | --- | --- | --- | --- | --- | --- |
| CCNc1nc(Cl)nc(NCc2ccccc2)n1 | 0% | 6% | 4% | 12% | 5% | -7% | 12% | 4% |
| O=S(=O)(Cc1ccccc1)N1CCN(Cc2ccc3c(c2)OCO3)CC1 | -3% | 2% | x | u | 3% | i | 10% | 0% |
| COc1ccc(-c2nc3cnc(N4CCNCC4)nc3n(C)c2=O)cc1 | x | -4% | x | x | u | i | u | x |
| COc1cccc(OC)c1CNC(=O)CCSCc1ccccc1F | -6% | 1% | x | x | 8% | i | u | -3% |
| C/C(=N\Nc1ccc(C(=O)O)cc1)c1ccc(-n2ccnc2)cc1 | u | 5% | -6% | -16%[46 µM] | 20µM* | i | u | -6% |
| NC(=O)CSc1nc(N)c2c3c(sc2n1)CCCCC3 | -8% | -1% | -1% | u | 5% | -9% | 3% | -3% |
| CSc1ncccc1C(=O)OCC(=O)NC(N)=O | -3% | -4% | x | 2% | 7% | i | 0% | 4% |
| COc1ccc(CCNc2nc3ccccc3n3cnnc23)cc1OC | -12% | x | 9% | x | x | 6% | x | u |
| CN=C(C)/C(C(=O)OC)=C(/O)c1ccccc1F | 3% | x | 2% | x | x | -1% | x | 0% |
| CSc1ccc(/C=C(\C#N)C(=O)NC2CCCCC2)cc1 | 1% | -5% | 2% | -8% | -7%[1.84 µM] | -6% | u | u |
| O=c1c2ccc(Cl)cc2[nH]c(=S)n1CCC1=CCCCC1 | -4% | -2% | 3% | -14% | -3% | 4% | 7% | -2% |
| CCN1CCN(C(=O)c2nn(-c3ccc(C)cc3)c(=O)c3c2c2ccccc2n3C)CC1 | 8% | 0% | x | 3% | 25µM* | -3% | 3% | -5% |
| COc1ccccc1NC(=S)N1CCN(c2ccccn2)CC1 | 9% | -4% | 0% | 11% | -19% | 10% | u | 1% |
| Cc1ccc(C(=O)NC(=S)NCCCN2CCOCC2)cc1 | -4% | 2% | -13% | u | 18% | 12% | -2% | 16% |
| COc1ccc(OC)c(NC(=O)c2sc3nc(Cc4ccccc4)cc(C(F)(F)F)c3c2N)c1 | -6% | -4% | x | 10% | x | -14% | 7% | -14% |
| O=c1c2cc(NC(=S)N3CCCCCC3)ccc2nc2n1CCCCC2 | 9% | 4% | -11% | -21%[46 µM] | -31%[inhibitor] | -4% | u | u |
| COc1ccc(C(=O)Oc2cc(/C=N/NC(N)=S)ccc2OC)cc1 | -17% | -7% | -14% | 8% | 9% | -1% | -14% | -1% |
| O=C1CCC/C(=N\NC(=O)c2ccc(NS(=O)(=O)c3ccc(Br)cc3)cc2)C1 | u | 4% | -2% | -3% | 1% | i | u | -10% |
| Cc1cc(Cl)ccc1NC(=O)C1CCCN1C(=O)c1cccs1 (stereo unspecified) | -4% | 4% | 6% | -10% | 1% | 1% | 14% | 5% |
| CCOC(=O)n1c(SCC(N)=O)nc2ccccc21 | 6% | -1% | 55%[activator] | -1%[0.0737 µM] | -6% | -1% | -8% | 2% |
| CNc1ccc(Br)cc(C(=O)/C=C/c2ccc(OC)cc2)c1=O | 14µM* | -7% | -16% | 2% | -90%[inhibitor] | u | 28µM* | 25µM* |
| C=CCn1c(=O)c2ccc(C(=O)NCc3ccccc3)cc2n(Cc2ccc(Cl)cc2)c1=O | -5% | 1% | -3% | -5% | -40%[inhibitor] | -1% | 3% | -8% |
| COC(=O)c1cc2ccsc2n1Cc1nc(-c2ccc(OC)cc2)oc1C | -14% | 4% | -7% | u | u | 32µM* | -1% | u |
| N/C(=N\OC(=O)c1ccc(Cl)cc1Cl)c1ccccn1 | u | 11µM* | 11% | 8%[46 µM] | x | i | -2% | -42% |
| CCN(CC)C(=O)CN(c1cc(Cl)ccc1OC)S(C)(=O)=O | -4% | 2% | -6% | -6% | -4% | 0% | 7% | 13% |
| CC(=O)NCCN1C(=O)S/C(=C\c2cccs2)C1=O | -14% | 0% | 6%[11.4 µM] | x | 8% | 8% | -4% | -19% |
| N#C/C(=C\c1ccc(-c2ccc(S(=O)(=O)N3CCOCC3)cc2)o1)C(=O)NC1CC1 | u | 3% | -5% | -6% | -11% | -6% | u | -16% |
| CN(C)c1ccc(C(=O)Nc2nnc(C3=COCCO3)o2)cc1 | u | -3% | x | x | -7% | i | -2% | -18% |
| Cc1cccc(N2CCN(Cc3nc(CC4CC4)no3)CC2)n1 | -8% | 1% | -2% | 19%[46 µM] | x | -11% | 7% | 0% |
| CCOc1ccccc1CN1CCN(CC2=Cc3cc(OC)ccc3OC2)CC1CCO (stereo unspecified) | -9% | x | -28% | x | x | -10% | x | -6% |
| O=C(COC(=O)c1ccc2ccccc2n1)c1ccc(F)cc1 | 8% | -4% | 0% | 18%[46 µM] | x | 19% | -4% | 9% |
| CCc1ccccc1NC(=O)CCc1nc(-c2cccs2)no1 | -6% | 3% | x | x | -37%[inhibitor] | 2% | -6% | 4% |
| Cc1ccnn1CC(=O)N/N=C/c1ccco1 | -5% | -2% | 2% | 7% | -8% | -4% | -7% | 1% |
| Cc1nnc(NC(=O)c2ccc(Br)cc2)s1 | 4% | -5% | x | 24% | u | i | 9% | -5% |
| O=C(Cn1ncc(Cl)c(Cl)c1=O)N1CCc2ccccc21 | -17% | -3% | x | x | -77%[inhibitor] | -23% | 10µM* | -3% |
| CC(C)Oc1ccc(CSC(=N)N)cc1 | -9% | -2% | 1% | 1% | 10% | 3% | 10% | 6% |
| Cc1ccsc1/C=N/NC(=O)CC(=O)NCC(C)C | -2% | 0% | 11% | u | 1% | i | 6% | 1% |
| CCOC(=O)c1ccccc1N/C=C/C(=O)c1cccs1 | 9% | x | 2% | -5% | x | -5% | u | -4% |
| CC1=NN(c2ccc(S(=O)(=O)O)cc2Cl)C(=O)C1 | u | -1% | -4% | 3%[46 µM] | x | 7% | 11µM* | 10% |
| N#CNc1nc(O)cc(=O)[nH]1 | u | x | u | 9%[46 µM] | x | 2% | -7% | -5% |
| CCCOc1ccc2[nH]cc(C(=O)O)c(=O)c2c1 | -7% | 22% | x | 12% | 19% | i | 3% | -3% |
| CCOC(=O)C1CCN(C(=S)Nc2ccc(Cl)cc2C)CC1 | -4% | 0% | -1% | x | 4% | i | 4% | 11% |
| Cc1ccc(-n2c(SCc3ccc(C(=O)O)cc3)nnc2-c2ccncc2)cc1 | -4% | x | 11% | x | x | -11% | x | 0% |
| CCc1ccc(C2=C/C(=C/c3cccnc3)C(=O)O2)cc1 | u | -1% | 20% | u | -9%[1.84 µM] | u | -7% | -8% |
| Cc1cc(C)c2c(=O)[nH]c(SCC(=O)Nc3ccc(N(C)C)cc3)nc2n1 | u | -1% | -19% | -16% | -3% | -10% | u | 0% |
| O=C(Nc1cccc(S(=O)(=O)NCc2ccco2)c1)c1cc(-c2ccccc2)nc2ccccc12 | -6% | 5% | -11% | u | -49%[inhibitor] | 1% | u | -24% |
| CCCCCNC(=O)C1CCC(Cn2c(=S)[nH]c3ccccc3c2=O)CC1 (stereo unspecified) | 14% | 1% | x | x | -37%[inhibitor] | -9% | 7% | 5% |
| Cc1ccc(-n2c(-c3cnccn3)n[nH]c2=S)cc1 | -7% | -1% | 4% | u | 10% | i | 17% | -1% |
| CCCC(=O)Nc1ccc(Cl)c(NC(=S)NC(=O)c2cc3ccccc3o2)c1 | 6% | -3% | 25% | -15% | 11% | -3% | u | 3% |
| COc1cc(CCC(=O)NNC(=O)c2ccc(C)cc2)cc(OC)c1OC | 16% | 4% | 0% | 5%[46 µM] | -1% | -5% | 14% | 7% |
| COC(=O)c1c(C)[nH]c(C(=O)/C=C/c2ccc(Cl)cc2)c1C | u | 2% | -5% | -14% | 10% | -2% | 4% | -5% |
| C/C(=C\c1ccccc1)C(=O)c1c(C)cc(C)[nH]c1=O | 2% | 3% | x | x | -6% | i | 7% | 1% |
| Cc1cc(OCCCC(=O)NCCN2C(=O)S/C(=C\c3cccnc3)C2=O)ccc1Cl | u | -5% | 13% | -2% | -71%[inhibitor] | 6% | 1% | -3% |
| Cc1ccn(CC(=O)O)c(=O)c1 | -9% | -4% | 5% | -11% | -2% | -2% | 2% | -8% |
| CSc1nnc2c(n1)OC(c1cn(C)c3ccccc13)N(C(C)=O)c1ccccc1-2 (stereo unspecified) | -3% | 1% | -4%[11.4 µM] | 7% | -11% | -6% | 4µM* | 5% |
| O=C(/N=C1\NC(=O)C(F)(C(F)(F)F)S1)NC1CCCCC1 (stereo unspecified) | 25µM* | -1% | 7% | -4% | u | 1% | 7.1µM* | -5% |
| CCC1=C2CC[C@H]3C(=O)N(c4ccccc4)C(=O)[C@H]3[C@H]2[C@@]2(Cc3ccccc3)C(=NCc3ccccc3)OC(=O)N2C1=O | -5% | -3% | x | x | 1% | i | -2% | 5% |
| O=c1c2c(-c3ccccc3)csc2ncn1/N=C/c1cccc([N+](=O)[O-])c1O | 14µM* | -3% | x | u | -7% | 2% | 1% | -7% |
| COCCn1c(=NC(=O)c2ccc(S(=O)(=O)N3CCCc4ccccc43)cc2)sc2cc(S(C)(=O)=O)ccc21 | 16% | 3% | -4% | 3% | -17% | 9% | 7% | 3% |
| COC(=O)c1c(NC(=O)CSc2nnnn2-c2ccccc2)sc2c1CCC(C)C2 (stereo unspecified) | -10% | -2% | 3% | 1% | -22% | -15% | -5% | 6% |
| O=c1c2cc(NC(=S)NC3CCCC3)ccc2nc2n1CCCCC2 | -10% | -4% | -4% | -8%[9.22 µM] | -14% | -8% | -4% | u |
| O=C(O)C1=C[C@H](C2CC2)C[C@H](OCCCCO)O1 | -6% | x | 14% | x | x | -6% | 5% | -1% |

Only part of the results is shown, so the mix of outcomes need not match the whole.
